ATXN2 expr inh: inhibitors of ATXN2 expression; HEK-293 ATXN2-luciferase reporter, luminescence, 24 h; Potency, µM (top dose mostly 57 µM), for the others: top-dose activity change, negative = inhibition, actives largely listed as inhibitors; 360,000 tested, 0.72% active; AID 1745845; further: potency means the concentration at half of the fitted maximal effect; on the % scale 0 is the no-effect control and ±100 the full control effect; nearly all actives have a fitted effect of over 55% in size
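ATXN2-luciferase reporter cells (luciferase flanked by upstream and downstream ATXN2 gene portions) were treated 24 h at 37 °C with compounds at up to 57 uM. SteadyGlo luminescence gave expression; GF-AFC fluorescence gave viability.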
S2 tox: reduces viability in counter-screen for ATXN expression inhibitors; S2 cells (HEK-293 line with an ATXN2-luciferase reporter) viability, CellTiter-Fluor protease fluorescence, 24 h; Potency, µM (series often up to 56.7 µM), most hits filed as cytotoxic; 400,000 tested, 0.49% active; AID 651635; further: potency means the concentration at half of the fitted maximal effect; nearly all actives have a fitted effect of over 40% in size
HT1080 IDH1KD tx: HT-1080 IDH1 knockdown cell toxicity (counter line); 360,000 tested, 2% active; Potency, µM (doses to about 46.1 µM), without a hit: at the highest dose activity, negative = toxicity, hits mostly cytotoxic; HT-1080 IDH1 knockdown viability, ATP luminescence, 48 h;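 further: potency means the concentration at half of the fitted maximal effect; 0% = DMSO wells and -100% = cell-free medium wells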
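Viability of IDH1-knockdown HT-1080 fibrosarcoma cells was assessed by CellTiter-Glo after 48 h at 37 °C with titrated compound; concentration-effect curves were classified by fit quality and response size.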
MCF10A rereplic: DNA re-replication induction in MCF 10a cells; 350,000 tested, 2.9% active; AID 624296; MCF 10A DNA re-replication, Hoechst nuclear intensity, 48 h; Potency, µM (titrated, usually from 46.1 µM), for the others: at the highest dose activity, positive = re-replication, actives largely listed as activators; further: potency means the concentration at half of the fitted maximal effect; % of control where 0% means no effect; nearly all actives have a fitted effect of over 50% in size
KB-3-1 tox: KB-3-1 parental cell cytotoxicity; KB-3-1 viability, CellTiter-Glo ATP luminescence, 72 h; Potency, µM (series often up to 46.1 µM), inactives show at the highest dose activity change, negative = cytotoxic, actives largely listed as cytotoxic; 400,000 tested, 1.4% active; AID 1347075; further: potency means the concentration at half of the fitted maximal effect; on the % scale 0 is the no-effect control and ±100 the full control effect; nearly all actives have a fitted effect of over 60% in size
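Multi-concentration cytotoxicity screen in KB-3-1 cells grown in DMEM lacking phenol red with 10% FBS. After 72 h at 37 °C with compound, ATP-dependent luminescence was recorded.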
IL1B secr inh: inhibitors of inflammasome signaling (IL-1 beta secretion); 360,000 tested, 4.7% active; THP-1 LPS/ATP IL-1B secretion, AlphaLISA, 16 h; active compounds read low; activity change, % at 57.5 µM; AID 743279; in the data active means activity change below about -50%; inconclusive means mostly about -30% to -49%; further: on the % scale 0 is the no-effect control and ±100 the full control effect
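THP-1 cells pretreated 1 hr with compounds (up to 57.5 uM final), then stimulated with LPS (250 ng/mL final) plus ATP (1.25 mM final); secreted IL-1B measured by AlphaLISA after 16 hr, decreased signal indicating inhibition.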
HepG2 viability: kills HepG2 cells in TGF-b inhibitor counter-screen. HepG2 CAGA-GFP viability, ATP luminescence, 18 h. Potency, µM (doses to about 46.1 µM), without a hit: at the top dose activity change, negative = cytotoxicity, most hits filed as cytotoxic. 410,000 tested, 0.76% active. AID 588856; further: potency means the concentration at half of the fitted maximal effect; some results filed as inactive show a strong effect at the top dose
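CellTiter-Glo luminescence gave cytotoxicity after 18 hours at 37 degrees C. The cells were HepG2 CAGA-GFP in 1% FBS DMEM, stimulated with 500 pg/mL TGF-beta after compound addition. %Activity was normalised to no-cell wells (complete cell-killing) and DMSO (no toxicity), and curves were fitted and classified.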
SW480 rerep: DNA re-replication induction in SW480 cells; SW480 DNA re-replication, Hoechst DNA content imaging, 48 h; Potency, µM (highest dose often 46.1 µM), inactives show at the highest dose re-replication activation, most hits filed as activators; 340,000 tested, 1.8% active; AID 624297; further: potency means the concentration at half of the fitted maximal effect; % of control where 0% means no effect; nearly all actives have a fitted effect of over 55% in size
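SW480 cells exposed to compounds for 48 hr at 37 C, 5% CO2, then Hoechst-stained 40 min. Nuclear DNA content imaged by fluorescence scanning (405 nm excitation, 500-530 nm emission); re-replication scored as increased high-intensity nuclei.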
HT1080-NT tox: kills 2HG-producing HT-1080-NT fibrosarcoma cells | HT-1080-NT fibrosarcoma viability, CellTiter-Glo ATP luminescence, 48 h | Potency, µM (titrated, usually from 46.1 µM), for inactives: at the highest dose activity, negative = less viability, usual class: cytotoxic | 360,000 tested, 1.6% active;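 further: NT is the 2HG producing partner of a matched IDH1 knockdown line; potency means the concentration at half of the fitted maximal effect; 0% = DMSO-treated cells and -100% = media-only wells without cells; nearly all actives have a fitted effect of over 55% in size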
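Viability of the 2HG-overproducing fibrosarcoma line after 48 hours of compound exposure at 37 degrees C was determined by luminescence with CellTiter-Glo, and concentration-effect curves were then fitted and categorized.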
Numbers without * were called inactive; i = inactive; ? = inconclusive; / = not tested or not shown; & = joins results of further samples; [ ] = remark or other dose. Unless noted, the call rests on the fitted dose curve; in most records, active means well fitted curve in the direction sought with a large enough effect; inconclusive means small, poorly fitted or top-dose-only effect, or another doubt; inactive means no such curve, though single readings can be large; an effect the other way counts as inactive or inconclusive.

Start of the data: the first 2 compounds, to show the layout:
#1 CC1=Nc2cc(C(=O)NC3CCC(C)CC3)ccc2Sc2c(C)ccc(C)c21 (stereo unspecified)
#2 O=C(NCC1CCCO1)c1ccc(NC(=O)c2cccc(Cl)c2)cc1 (stereo unspecified)

entry no.	1	2
ATXN2 expr inh	55%[activator]	/
S2 tox	?	i
HT1080 IDH1KD tx	/	-1%
MCF10A rereplic	/	16%
KB-3-1 tox	0.52µM*	4%
IL1B secr inh	/	1
HepG2 viability	-25%	-23%
SW480 rerep	/	-5%
HT1080-NT tox	/	0%

The list itself (from the top)
#1 CC1=Nc2cc(C(=O)NC3CCC(C)CC3)ccc2Sc2c(C)ccc(C)c21 (stereo unspecified)
#2 O=C(NCC1CCCO1)c1ccc(NC(=O)c2cccc(Cl)c2)cc1 (stereo unspecified)
#3 CCC1CCc2c(sc(NC(=O)C3c4ccccc4Oc4ccccc43)c2C#N)C1 (stereo unspecified)
#4 O=C(COC(=O)c1n[nH]c2ccccc12)NCCc1ccccc1
#5 Cc1ccc(OCCCN2CCC(C(O)(c3ccccc3)c3ccccc3)CC2)cc1
#6 CCc1nnc(NC(=O)COC(=O)CN2C(=O)c3ccccc3C2=O)s1
#7 CCOC(=O)N1CCN(C(=O)CSCc2ccc(C)cc2)CC1
#8 CC(C)(C)c1ccc(C(=O)N2CCC2(C)C(=O)NCCC#N)cc1 (stereo unspecified)

entry no.	1	2	3	4	5	6	7	8
ATXN2 expr inh	55%[activator]	/	12%	-3%	?	-6%	-2%	9%
S2 tox	?	i	i	i	/	i	i	i
HT1080 IDH1KD tx	/	-1%	/	-3%	18µM*	2%	-17%	16%
MCF10A rereplic	/	16%	/	-29%	/	?	-2%	/
KB-3-1 tox	0.52µM*	4%	3%	-3%	?	9%	0%	0%
IL1B secr inh	/	1	/	38	-52*	43	0	?
HepG2 viability	-25%	-23%	-20%	9%	/	2%	-14%	6%
SW480 rerep	/	-5%	/	-3%	/	1%	0.18µM*	/
HT1080-NT tox	/	0%	/	-2%	?	7%	-1%	10%

#9 C=CCn1c(SCCN2C(=O)c3ccccc3C2=O)nc2scc(-c3ccc(F)cc3)c2c1=O
#10 CC(C)N(C(=O)CSc1nc(COc2ccccc2)nc2ccccc12)C(C)C
#11 Cc1cc(Cl)ccc1N1C(=O)CC(NNC(=O)c2cccnc2)C1=O (stereo unspecified)
#12 CC1=CC2=NC(=O)CC(C)(C(=O)N(CC(=O)NC3CCCC3)Cc3ccc(Cl)cc3)N2C=C1 (stereo unspecified)
#13 O=C(Cn1cnc2ccccc21)N/N=C/c1ccco1
#14 COc1cccc(CNC(=O)CCCn2nc(C)n3c(cc4sccc43)c2=O)c1
#15 C#CCN(C[C@H]1[C@H](OC(=O)NCC2CCCCC2)[C@H](OC(=O)NCC2CCCCC2)C[C@@H](C(=O)OC)[C@H]1C(=O)OC)S(=O)(=O)c1ccc(C)cc1
#16 CC(C)(C)Sc1ccccc1S(=O)(=O)C(C)(C)C

entry no.	9	10	11	12	13	14	15	16
ATXN2 expr inh	/	-30%[11.3 µM]	-18%	-13%	3%	3%	-9%	-18%
S2 tox	/	i	i	i	i	i	?	i
HT1080 IDH1KD tx	9%	?	7%	16%	-6%	8%	-1%	3%
MCF10A rereplic	11%	87%	0%	?	0%	7%	/	-5%
KB-3-1 tox	0%	0%	8%	0%	-11%	23%	-5%	-9%
IL1B secr inh	0	-72*	20	0	-11	?	-9	24
HepG2 viability	0%	-27%	-5%	-1%	-8%	0%&4%	-29%	-9%
SW480 rerep	-10%	?	2%	-1%	-4%	-4%	/	6%
HT1080-NT tox	11%	?	8%	11%	-5%	24%	0%	0%

#17 CCOC(=O)c1ccccc1N=N/C(C(C)=O)=C(/C)O
#18 Cc1cc(C)n2nc(SCC(=O)N(C)C3CCCCC3)nc2n1
#19 CCOC(=O)Cc1c(C)nc(SC)[nH]c1=O
#20 O=C(Oc1ccc2c(-c3ccccc3)cc(=O)oc2c1)C1CCCCC1
#21 C=CCSC1=N/C(=C\c2ccc3c(c2)OCO3)C(=O)S1
#22 CCOc1ccccc1/C=N/n1c(C)nc2ccccc2c1=O
#23 CCNCCOC(c1ccccc1)c1ccccc1
#24 COc1ccc(C(=O)N/N=C/c2ccc(OC)c(COc3ccccc3)c2)cc1

entry no.	17	18	19	20	21	22	23	24
ATXN2 expr inh	1%	-1%	17%	18%	-6%	4%	-7%	-10%
S2 tox	i	i	i	/	i	i	i	i
HT1080 IDH1KD tx	0%	-1%	8%	0%	14%	5%	-15%	-3%
MCF10A rereplic	-25%	2%	16%	?	-4%	1%	3%	6%
KB-3-1 tox	20%	-2%	42%	-7%	3%	6%	-13%	?
IL1B secr inh	45	2	0	-7	9	15	-5	?
HepG2 viability	17%	7%	4%	-4%	-11%	-2%	-10%	-20%
SW480 rerep	-7%	1%	20%	0%	-6%	?	?	3%
HT1080-NT tox	3%	-12%	6%	-5%	11%	13%	-19%	-13%

#25 CC(=O)NCCn1c(SCc2cccc([N+](=O)[O-])c2)nc2ccccc2c1=O
#26 COC(=O)[C@@H](Cc1ccccc1)NS(=O)(=O)N[C@H](Cc1ccccc1)C(=O)OC
#27 CCCn1nnnc1SCC(=O)NNC(=O)c1ccco1
#28 CCCN(C(=O)c1cc2c(s1)-c1ccccc1OC2)c1ccccc1F
#29 N#C/C(C(=O)N1CCCCC1)=C1\Nc2ccccc2S1
#30 Oc1ccc(Br)cc1C1Nc2ccccc2S1 (stereo unspecified)
#31 COC(=O)Nc1ccc(OCC(=O)N2CCOCC2)cc1
#32 CCN(CC)S(=O)(=O)c1ccc(NC2c3ccccc3C(=O)N2CCN2CCOCC2)cc1 (stereo unspecified)

entry no.	25	26	27	28	29	30	31	32
ATXN2 expr inh	9%	0%	/	?	70%[activator]	5%	4%	5%
S2 tox	i	i	i	i	i	/	i	i
HT1080 IDH1KD tx	-20%	4%	3%	/	2%	-9%	3%	-3%
MCF10A rereplic	0%	3%	1%	/	0%	4%	-7%	-12%
KB-3-1 tox	10%	0%	-18%	-22%	-3%	-4%	0%	2%
IL1B secr inh	28	-17	8	/	-9	-12	-6	16
HepG2 viability	0%	-21%	4%	-21%	-3%	-19%	8%	0%
SW480 rerep	-4%	-1%	-2%	/	2%	-1%	-4%	-12%
HT1080-NT tox	2%	1%	-2%	/	1%	-22%	-4%	0%

Arranged by the number under IL1B secr inh (highest first): some entries from above
no. | Structure | IL1B secr inh
25 | CC(=O)NCCn1c(SCc2cccc([N+](=O)[O-])c2)nc2ccccc2c1=O | 28
19 | CCOC(=O)Cc1c(C)nc(SC)[nH]c1=O | 0
20 | O=C(Oc1ccc2c(-c3ccccc3)cc(=O)oc2c1)C1CCCCC1 | -7
15 | C#CCN(C[C@H]1[C@H](OC(=O)NCC2CCCCC2)[C@H](OC(=O)NCC2CCCCC2)C[C@@H](C(=O)OC)[C@H]1C(=O)OC)S(=O)(=O)c1ccc(C)cc1 | -9
26 | COC(=O)[C@@H](Cc1ccccc1)NS(=O)(=O)N[C@H](Cc1ccccc1)C(=O)OC | -17

(continued)
#33 C=CCn1c(CCC(=O)O)ccc1-c1ccc(OC)cc1
#34 O=C(CCC(=O)Nc1nnc(C2CCCCC2)s1)Nc1ccc(F)cc1
#35 Cn1c(=O)[nH]c(=O)c2c1nc(SCC(=O)O)n2CCc1ccccc1
#36 Cc1cccc(OCC(=O)N2CCN(S(C)(=O)=O)CC2)c1
#37 CCc1nnc(NC(=O)c2ccc(S(=O)(=O)N(CCOC)CCOC)cc2)s1
#38 CC1(C)CC(=O)C2=C(C1)N(N1CCOCC1)C(N)=C(C#N)C2c1cccnc1 (stereo unspecified)
#39 COC(=O)c1ccc(NC(=S)Nc2ccc(O)cc2)cc1
#40 COCCNC(=O)c1c[nH]c2ccc(S(=O)(=O)N3CCC4(CC3)OCCO4)cc2c1=O

entry no.	33	34	35	36	37	38	39	40
ATXN2 expr inh	5%	1%	-3%	20%	-1%	-3%	/	-14%
S2 tox	i	i	i	?	/	i	i	i
HT1080 IDH1KD tx	0%	27%	6%	0%	10%	4%	-14%	16%
MCF10A rereplic	-2%	-15%	2%	4%	19%	-2%	9%	24%
KB-3-1 tox	9%	-4%	9%	9%	0%	11%	1%	-9%
IL1B secr inh	17	0	19	-5	2	5	-10	12
HepG2 viability	-9%	-1%	-6%	7%	-3%	-8%	-1%	0%
SW480 rerep	5%	0%	-6%	-4%	-15%	-9%	-25%	?
HT1080-NT tox	1%	23%	7%	4%	19%	13%	-26%	9%

#41 CCn1nc(NC(=O)c2ccncc2)c2cc3ccc(C)cc3nc21
#42 Cc1ccc(NC(=O)C(C)Sc2nnc3ccccn23)cc1 (stereo unspecified)
#43 CCOCCOC(=O)C(C)Sc1n[nH]c(=O)[nH]c1=O (stereo unspecified)
#44 CCCn1c(Oc2ccccc2)nc2c1c(=O)n(C)c(=O)n2C
#45 O=C(C1CCC1)N1CCCc2cc(S(=O)(=O)N3CCN(c4ccccc4)CC3)ccc21

entry no.	41	42	43	44	45
ATXN2 expr inh	-4%	/	1%	/	?
S2 tox	i	i	i	i	i
HT1080 IDH1KD tx	?	4%	11%	1%	0%
MCF10A rereplic	?	-1%	3%	3%	-9%
KB-3-1 tox	1%	4%	0%	-13%	-4%&-28%
IL1B secr inh	-28	-11	0	37	-3
HepG2 viability	-37%	1%	1%	-42%	-12%&-19%
SW480 rerep	7%	-5%	-2%[9.22 µM]	2%	-1%
HT1080-NT tox	-27%	2%	8%	-1%	0%

Bioassay records: PubChem, National Center for Advancing Translational Sciences (NCATS)
